MEKK3 PB1 HTS = raises or lowers MEK5 binding to the human MEKK3 PB1 domain; Q99759; 290,000 tested, 1.4% active; bead-based flow cytometry, Alexa488-MEK5 binding to MEKK3; actives lie on both sides; 0 = blocked by unlabeled MEK5, 100 = vehicle; binding response (% of control), % at 10 µM;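 active = binding response more than 3 SD above or below the average of its plate-row segment, actives on both sides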;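 note: Alexa488 bead fluorescence after subtracting the streptavidin-only scavenger bead signal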
PHOSPHO1 block = inhibitors of human PHOSPHO1 phosphatase; recombinant PHOSPHO1, absorbance phosphatase assay; inhibition, % at 13.3 µM; 290,000 tested, 1.1% active; in the data active = inhibition above about 60%
Target sequence (Q8TCT1 whole entry, looked up): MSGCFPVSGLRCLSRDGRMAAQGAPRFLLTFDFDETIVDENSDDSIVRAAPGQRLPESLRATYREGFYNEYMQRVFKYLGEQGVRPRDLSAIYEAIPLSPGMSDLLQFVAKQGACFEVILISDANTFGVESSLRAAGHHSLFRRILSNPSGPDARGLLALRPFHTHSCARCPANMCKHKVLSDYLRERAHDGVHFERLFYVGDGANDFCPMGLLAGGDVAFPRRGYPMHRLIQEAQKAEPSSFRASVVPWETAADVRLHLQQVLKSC
M18AAP inhibitor = blocks P. falciparum M18 aspartyl aminopeptidase | recombinant PfM18AAP, H-Glu-NHMec fluorogenic cleavage | inhibition, % at 7.35 µM | 290,000 tested, 1.2% active | AID 1822;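 active = inhibition above the campaign mean inhibition over all tested compounds plus 3 SD, cut at about 28% in these data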;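 note: 0% = plate median of test compound wells and 100% = 2 mM ZnCl2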
GPR7 antag = antagonists of human GPR7 (neuropeptides B/W receptor 1); GPR7-expressing cells, fluorescence antagonist assay; inhibition, % at 4.4 µM; 290,000 tested, 1.1% active; AID 1861; in the data active = inhibition above about 16%, passing the limit was not always enough;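 note: cells stimulated with the agonist NPW; 0% = agonist with vehicle and 100% = vehicle without agonist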
Target sequence (P48145 whole entry, looked up): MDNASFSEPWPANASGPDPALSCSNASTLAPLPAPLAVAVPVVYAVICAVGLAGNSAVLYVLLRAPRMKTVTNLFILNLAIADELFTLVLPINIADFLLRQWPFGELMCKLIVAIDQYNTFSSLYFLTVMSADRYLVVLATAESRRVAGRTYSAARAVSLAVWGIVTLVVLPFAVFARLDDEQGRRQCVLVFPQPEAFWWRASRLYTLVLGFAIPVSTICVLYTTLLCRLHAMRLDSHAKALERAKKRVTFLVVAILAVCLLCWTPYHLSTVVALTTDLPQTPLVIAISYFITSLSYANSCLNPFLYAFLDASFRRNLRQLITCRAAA
MEKK2 mut-MEK5 = signal of MEK5 binding to mutant human MEKK2 PB1 domain | bead flow cytometry, Alexa488-MEK5 binding to MEKK2 mutant | percent response, % at 10 µM | 290,000 tested, 0.35% active; in the data active = percent response above about 24%, passing the limit was not always enough; note: inactives centre near 1; some results filed as inactive read as strong as hits; reference of the scale not given here
NALP1 yeast inh = inhibitors of NALP1 inflammasome in yeast; AID 2071; inhibition, % at 10 µM; S. cerevisiae NALP1/ASC/caspase-1 growth, X-gal OD620, 72 h; 280,000 tested, 0.61% active; in the data active = inhibition mostly above about 24%, no sharp cut-off; inactive = mostly below about 32%; note: some compounds called inactive have numbers as strong as hits
MEKK2 WT-MEK5 = raises or lowers MEK5 binding to wildtype human MEKK2 PB1 domain; 290,000 tested, 1.1% active; binding response (% of control), % at 10 µM; AID 1531; Q9Y2U5; bead flow cytometry, Alexa488-MEK5 binding to MEKK2 WT; actives lie on both sides; in the data active = binding response below about 67% or above about 130%
OXTR ag = agonists of human oxytocin receptor | P30559 | CHO-OTR cells, Fluo-8 calcium fluorescence; normalized: DMSO 0%, oxytocin 100% | activation, % at 3 µM | 320,000 tested, 0.32% active;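 active = activation above the mean of all tested compounds plus 3 SD, cutoff set per screening run, cut at about 20% in these data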;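 note: peak over basal fluorescence ratio from a 100 s FLIPR kinetic read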
Target sequence (P30559 whole entry, looked up): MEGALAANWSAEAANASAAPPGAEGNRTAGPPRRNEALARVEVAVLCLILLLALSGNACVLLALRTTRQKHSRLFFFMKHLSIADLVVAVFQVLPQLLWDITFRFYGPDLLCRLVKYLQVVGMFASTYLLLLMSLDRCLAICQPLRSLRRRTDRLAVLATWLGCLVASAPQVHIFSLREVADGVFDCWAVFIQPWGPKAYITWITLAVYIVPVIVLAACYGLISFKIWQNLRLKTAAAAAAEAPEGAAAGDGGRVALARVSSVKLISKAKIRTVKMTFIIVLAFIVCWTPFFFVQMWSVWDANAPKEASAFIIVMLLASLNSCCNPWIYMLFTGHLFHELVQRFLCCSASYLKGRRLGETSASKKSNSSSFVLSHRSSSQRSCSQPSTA
FID counter = displaces DNA intercalator in HCV helicase counter-screen | inhibition, % at 7.9 µM | 290,000 tested, 0.17% active | DNA fluorescent intercalator displacement, fluorescence; in the data active = inhibition above about 37%;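 note: 0% = vehicle and 100% = reference compound; higher means more ethidium bromide displaced from hairpin DNA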
* marks the source's active call; other numbers are inactive results; nt = no result given; [ ] = remark or other dose.

molecule,MEKK3 PB1 HTS,PHOSPHO1 block,M18AAP inhibitor,GPR7 antag,MEKK2 mut-MEK5,NALP1 yeast inh,MEKK2 WT-MEK5,OXTR ag,FID counter
COC(=O)Cc1cc(=O)n(-c2nc3ccccc3s2)[nH]1,104,49,7,-10,4,30,103,0.7,-18
O=[N+]([O-])c1ccc(N=Nc2c(Cl)cc(O)cc2Cl)cc1,107,46,6,62*,5,99*,99,18,19
Cn1cnnc1Sc1ccc(/C=C(\CCC(=O)O)c2nc3ccccc3s2)cc1[N+](=O)[O-],101,28,4,-4,0,9,104,0.1,-28
O=S(=O)(c1ccc(F)cc1)N1CCN(Cc2ccccn2)CC1,97,45,-3,1,-8,-14,81,-0.3,-5
COc1cccc(NC(=O)C(Sc2nnc3ccccn23)c2ccccc2)c1 (stereo unspecified),102,-10,1,-7,0,27,103,0.8,-5
Cc1ccc(C(=O)O/N=C(/c2nonc2N)N(C)C)cc1,109,43,-13,-3,13,5,105,2.2,-4
O=c1c2cccnc2[nH]c(=S)n1CCC1=CCCCC1,94,2,15,8,-8,9,91,0.2,-2
S=C(c1ccc(N2CCOCC2)cc1)N1CCOCC1,98,20,-39,7,3,12,107,0.8,-2
O=C(O)c1cccc(-c2nnn(Cc3ccccc3Cl)n2)c1,107,-17,1,-8,7,15,101,3.3,-19
FC(F)(F)c1cnc(Oc2ccccc2-c2nnc(-c3ccc(Cl)cc3)o2)c(Cl)c1,108,9,4,-8,1,9,103,-0.4,-6
CC(C)NC(=O)C(=O)NC1CCCCCC1,109,-4,-11,10,5,3,105,0.5,4
CCOC(=O)c1c(NC(=O)CCC(=O)NCc2ccco2)sc2c1CCCC2,109,19,-1,-1,4,27,107,-2.7,-16
CCOc1ccc(NC(=O)CN2CCN(CC(=O)Nc3ccc(OC)cc3)CC2)cc1,86,-5,-1,2,6,21,108,0.0,-8
CC(=O)N1CCOc2ccc(S(=O)(=O)N3CCN(c4cccc(C(F)(F)F)c4)CC3)cc21,106,15,-3,-11,7,7,100,3.5,-36
CCC(C)[C@H]1CNC(=S)N1CCc1cc(C(F)(F)F)cc(C(F)(F)F)c1 (stereo partly specified),85,-20,3,-32,2,1,99,-2.4,-11
CCOc1ccc(-n2c(-c3ccco3)n[nH]c2=S)cc1,nt,7,16,-13,nt,-13,nt,-1.5,-11
CC(=O)Nc1ccccc1OCC(=O)N(Cc1ccccc1)C(C)C,99,8,-1,-11,13,8,106,-0.7,-11
O=C(CSc1nnc(-c2cccs2)n1-c1ccccc1)N1CCCC1,101,30,3,10,3,9,104,-1.5,-30
CCN1C(=O)/C(=C\c2cccn2-c2ccc([N+](=O)[O-])cc2)N(CC)C1=S,114,-2,-1,-4,-1,28,94,-0.3,7
COc1cccc(N2C(N)=NC(N)=NC2(C)C)c1,105,32,-4,2,5,20,105,1.8,7
COc1cc(NC(=O)C2CCCN2C(=O)OCc2ccccc2)cc(OC)c1 (stereo unspecified),113,-1,3,-4,10,10,109,-1.4,-15
COc1ccc(-c2c3c(=O)n(C)c(=O)n(C)c3cn2N2CCOCC2)cc1,96,-3,5,-17,-4,25,96,-0.4,-10
CC1(C)Cc2nc3sc(C(=O)O)c(N)c3cc2CS1,108,-20,-2,-4,-5,-12,93,0.2,-17
Cc1cc(-c2ccccc2)n2nc(C)c(C#N)c2n1,97,-13,1,-5,-3,7,96,-1.7,-2
CCC1=C/C(=C/c2sc3ccccc3[n+]2CC)CC(C)(C)C1,98,-3,23,-23,3,0,101,-1.5,-19
COc1ccc2cc1Oc1ccc(cc1)C[C@H]1c3cc(c(OC)cc3CCN1C)Oc1c(OC)c(OC)cc3c1[C@H](C2)N(C)CC3,116,9,nt,nt,14,14,117,3.8,nt
CCCCC(NC(=O)Cc1c(C)c2cc3c(-c4ccccc4)coc3c(C)c2oc1=O)C(=O)O (stereo unspecified),99,23,2,-7,3,5,99,-1.0,-16
CCOc1ccc(S(=O)(=O)N2CCN=C2c2ccccc2)c(C)c1C,104,32,-13,-8,4,12,103,-1.4,-40
Cc1ccc(NS(=O)(=O)c2ccc3c(c2)CC(=O)N3)c(C)c1,100,18,-4,-4,-1,8,99,0.6,-4
C[C@@]12C(=O)N(c3ccc(F)cc3)C(=O)N1[C@@H]1c3ccccc3OC[C@@H]1[C@H]2c1ccccc1,101,-7,-4,0,-7,13,89,-2.8,-27
O=C(Nc1nnc(CCN2CCCCC2)s1)C1CCCCC1,112,10,9,-1,8,12,112,0.8,10
COC(=O)C1=C(C)N(C(C)c2ccccc2)C(=O)C1 (stereo unspecified),99,-29,-2,1,5,21,101,-0.7,-19
O=C1NC(=O)C(CC(=O)N(Cc2ccco2)C2(C(=O)NC3CCCC3)CCCCC2)N1 (stereo unspecified),nt,-1,-3,11,nt,-3,nt,-1.3,-8
Cc1ccc(NCc2ccccc2OCc2ccccc2F)cc1,105,14,2,-6,-2,30,103,-1.7,-2
Cc1nc(NS(=O)(=O)c2ccccc2)sc1C(=O)NNS(=O)(=O)c1ccccc1,102,-16,15,-12,-3,10,101,0.3,-22
COc1ccc(NC(=O)COc2ccccc2)cc1Cl,110,3,-3,4,4,19,111,0.3,-9
CC(=O)OCc1c(C(F)(F)F)nn(C)c1Oc1ccccc1,92,-11,2,-3,-11,23,94,-2.7,-8
Cc1cc(NO)c(C(C)C)cc1N=O,97,3,-5,-1,5,27,101,17,2
O=C(Nc1ccc(Cl)cc1)c1ccc(-n2cncn2)c([N+](=O)[O-])c1,99,33,-1,11,3,38,99,9.4,10
O=C(Cn1cnc2c(nnn2-c2ccccc2)c1=O)N1CCC(Cc2ccccc2)CC1,103,-11,-13,1,6,nt,104,-0.3,1
Cc1c(/C=N/Nc2nc3ccccc3[nH]2)c2ccccc2n1C,98,23,14,-5,30,nt,168*,-0.1,2
CCC1(c2ccccc2)NC(=O)N(CC(=O)Nc2ccc3c(c2)OCO3)C1=O (stereo unspecified),100,19,5,-1,3,22,102,3.8,-5
CCN(CC)C(=O)CSc1nnc(-c2cc(-c3ccc(Cl)cc3)nc3ccccc23)o1,91,7,-2,6,-3,12,89,0.9,-5
CCNC(=O)C1CCCN1S(=O)(=O)c1ccc2ccccc2c1 (stereo unspecified),102,31,3,-8,10,1,109,-0.5,-7
CN=C1SC(CC(=O)Nc2sc(C)c(C)c2C(=O)OC)C(=O)N1C (stereo unspecified),99,3,-11,-4,0,2,99,0.5,-2
O=C(CSC1CCCCC1)Nc1nccs1,nt,-11,-1,10,nt,-5,nt,-0.6,0
CC1(C)CC(NC(=O)C2CCCCC2C(=O)O)CC(C)(C)N1 (stereo unspecified),121,-3,nt,nt,18,-12,128,0.7,nt
O=C(COc1ccc(Cl)cc1Cl)NC(=O)N1CCCCC1,97,55,-7,-5,1,-3,97,-0.3,-21
CCOc1cccc(Nc2cc3n(c(=O)n2)CCc2cc(OC)c(OC)cc2-3)c1,104,51,-1,-14,2,0,105,-1.5,-13
CC1=C(C(=O)Nc2ccccn2)C(c2cn(C)nc2C)C2=C(CCCC2=O)N1 (stereo unspecified),101,25,2,-9,1,8,106,-0.3,1

The listing continues.
molecule,MEKK3 PB1 HTS,PHOSPHO1 block,M18AAP inhibitor,GPR7 antag,MEKK2 mut-MEK5,NALP1 yeast inh,MEKK2 WT-MEK5,OXTR ag,FID counter
CN(C)c1ncc(CN2CCC(CO)(CCCc3ccccc3)CC2)s1,98,28,-8,-8,-1,6,98,-0.2,-1
CCCCc1nnc(NC(=O)C23CC4CC(CC(NC(C)=O)(C4)C2)C3)s1,102,14,-2,9,5,-4,104,4.1,-42
CCOC(=O)c1c(C)c(C(=O)N2CCN(c3ccc(F)cc3)CC2)c(C)n1C,88,-15,-11,-7,-11,13,89,-0.3,-38
CCOc1ccccc1C1C(C(=O)Nc2ccccc2OC)=C(C)Nc2nc(CCCO)nn21 (stereo unspecified),101,-9,nt,nt,4,-26,105,0.1,nt
N=c1c(S(=O)(=O)c2ccc(Cl)cc2)cc2c(=O)n3ccccc3nc2n1C1CCCC1,104,33,-10,-26,6,20,103,-0.2,-3
CC(OC(=O)c1ccc(NS(=O)(=O)c2cccs2)cc1)C(=O)N(C)C1CCCCC1 (stereo unspecified),96,-4,-4,5,3,39,98,-0.3,-36
CCC(C)C(NC(=O)OC(C)(C)C)C(=O)NC(Cc1ccccc1)C(=O)OC (stereo unspecified),96,23,-15,5,-1,-3,102,-2.1,-20
CCCCSc1nnc(-c2ccc(OC)cc2)n1C,92,-1,-6,-9,3,15,98,-1.2,-14
Cc1ccc(-n2c(N)c(S(=O)(=O)c3ccccc3)c3nc4ccccc4nc32)cc1,101,4,6,-6,-5,14,95,3.3,-2
C=CCNc1nc(NCCO)nc(N2CCCC2)n1,104,-21,-10,3,2,15,108,1.0,1
COC(=O)c1cc(-c2ccc(Cl)cc2)n[nH]1,99,44,3,-4,-8,-8,89,-1.9,-3
CCN1C(=O)C(C(=O)Nc2ccc(OC)cc2)C2CC1(C)Oc1ccccc12 (stereo unspecified),104,2,1,-9,11,40,107,-1.0,-25
O=C(COc1ccc2ccc(=O)oc2c1)N1CCN(c2ccc(F)cc2)CC1,99,58,10,2,1,17,99,0.9,-35
NS(=O)(=O)Cc1noc2ccccc12,99,20,-3,-9,7,-9,105,0.1,-2
CCN1CSC(=S)N(Cc2ccc(OC)cc2)C1,109,34,7,-1,0,4,104,-0.2,-6
CCOc1ccc(NS(=O)(=O)c2cc(NC(=O)c3cccc(C)c3)ccc2Cl)cc1,106,-15,0,-6,-6,14,116,1.3,-10
Cc1cccc(N2CCN(C(=O)c3cccn4c(=O)c5c(C)c(C)sc5nc34)CC2)c1C,101,-9,2,-5,3,2,99,-1.3,-2
COCCNC(=O)C(c1ccc(O)cc1)N(Cc1cccs1)C(=O)CCC(=O)Nc1ccccn1 (stereo unspecified),99,26,-10,-11,3,21,100,0.2,-27
CCCN1CCN(C(=O)CCc2nnc3ccc(N4CCN(c5cccc(OC)c5)CC4)nn23)CC1,99,28,-2,-11,3,15,103,-0.4,3
COc1ccc(CNCCc2ccc(Cl)cc2)cc1OCc1ccccc1,2.0*[inhibitor],-3,0,6,-83,25,2.0*[inhibitor],18,24
NNC(=O)c1nc[nH]c1C(=O)Nc1ccccc1,100,-8,-3,-18,6,-1,103,-1.2,-5
O=C(C[N+]1(CC#Cc2ccccc2)CCOCC1)c1ccccc1,92,24,-9,3,-39,10,109,-0.2,-6
CS(=O)(=O)NN1C(=O)c2ccccc2NC12CCCC2,110,8,-3,-6,1,11,101,0.9,-3
O=C(COc1cccc2ccccc12)N1c2ccccc2CCc2ccccc21,103,46,4,-12,-1,1,95,-0.7,-25
COc1ccc(N2C(=O)CSC2c2ccccc2)cc1 (stereo unspecified),102,-16,-2,-14,5,0,100,-0.5,-12

Whole records from above. Values in the order: MEKK3 PB1 HTS	PHOSPHO1 block	M18AAP inhibitor	GPR7 antag	MEKK2 mut-MEK5	NALP1 yeast inh	MEKK2 WT-MEK5	OXTR ag	FID counter
Cn1cnnc1Sc1ccc(/C=C(\CCC(=O)O)c2nc3ccccc3s2)cc1[N+](=O)[O-] is listed with 101	28	4	-4	0	9	104	0.1	-28
FC(F)(F)c1cnc(Oc2ccccc2-c2nnc(-c3ccc(Cl)cc3)o2)c(Cl)c1 is listed with 108	9	4	-8	1	9	103	-0.4	-6

Screens from PubChem BioAssay.

This is a random part of the collection (roughly 6.2% active in at least one column).
